Source: PubChem (several laboratories)
HUVEC prolif 384 – inhibitors of HUVEC proliferation, primary screen, cell-based, 384-well; viability, % at 10 µM (by protocol); 86,000 tested, 1.1% active; CellTiter-Glo luminescence, 72 h; hits give low values;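 active = viability at or below 30%; inactive = viability above 30%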;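 note: 100% = median luminescence of DMSO-only cell control wells on each plate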
Fibroblast inh – antiproliferative effect on LL 47 fibroblasts – human, LL 47 cells, CellTiter-Glo luminescence, primary screen; 85,000 tested, 1.1% active; LL 47 human lung fibroblast viability, ATP luminescence; hits give low values; AID 719, 2007; viability, % at 10 µM;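 active = viability at or below 50% in the single dose screen; inactive = viability above 50%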;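 note: compound exposure lasted 72 h before the ATP readout; 100% = median luminescence of untreated cell-only wells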
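Material: Human LL 47 lung fibroblast cells | Input: 1,150 cells/well | Buffer or medium: IMEM plus 15% FBS | Compound dosing: 0.1% DMSO in all compound wells | Times: Overnight cell rest, 72 h compound treatment at 37 °C | Signal: CellTiter-Glo luminescence measuring cellular ATP | Measure: % viability versus median cells-only luminescence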
hDAT+cocaine – changed hDAT dopamine uptake under cocaine IC80, either direction, primary screen, cocaine antagonist project, cell-based, LLC-PK1 hDAT, [14C]-dopamine uptake, MLSMR | Sodium-dependent dopamine transporter (Homo sapiens), Q01959 | 110,000 tested, 1.3% active | LLC-PK1 hDAT cells, [14C]-dopamine uptake with cocaine IC80; actives deviate in either direction | B-score at 10 µM;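 active = Z score or B-score, a plate-position-corrected score, falls beyond the plate's 99.7% confidence bounds, in either direction; inactive = both scores lie inside the 99.7% bounds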;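 note: scored against the spread of the other compound wells on the same plate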
Target sequence (Q01959 whole entry, looked up): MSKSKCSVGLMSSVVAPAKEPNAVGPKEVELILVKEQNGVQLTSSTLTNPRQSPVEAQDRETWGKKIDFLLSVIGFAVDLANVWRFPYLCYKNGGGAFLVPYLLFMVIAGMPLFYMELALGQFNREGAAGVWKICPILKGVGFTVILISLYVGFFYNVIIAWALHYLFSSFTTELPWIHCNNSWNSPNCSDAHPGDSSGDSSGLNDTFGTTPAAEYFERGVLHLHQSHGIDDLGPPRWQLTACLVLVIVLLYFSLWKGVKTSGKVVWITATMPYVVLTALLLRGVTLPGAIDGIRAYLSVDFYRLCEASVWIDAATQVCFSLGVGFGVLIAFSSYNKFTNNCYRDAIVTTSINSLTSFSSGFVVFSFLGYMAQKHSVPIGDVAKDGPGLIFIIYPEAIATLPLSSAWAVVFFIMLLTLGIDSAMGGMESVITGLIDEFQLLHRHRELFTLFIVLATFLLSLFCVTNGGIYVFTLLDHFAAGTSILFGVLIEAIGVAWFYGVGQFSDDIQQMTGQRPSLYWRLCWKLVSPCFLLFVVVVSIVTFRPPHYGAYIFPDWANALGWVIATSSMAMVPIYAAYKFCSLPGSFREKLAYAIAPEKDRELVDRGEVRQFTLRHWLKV
S1P2 ag – S1P2 receptor agonists, primary screen, cell-based; Sphingosine 1-phosphate receptor 2 (Homo sapiens), O95136; S1P2-expressing cell line, agonist reporter read-out; activation, % at 4.5 µM; 97,000 tested, 0.46% active; in the data active = activation above about 16%;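 note: 0% = vehicle low control and 100% = maximal reference agonist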
Target sequence (O95136 whole entry, looked up): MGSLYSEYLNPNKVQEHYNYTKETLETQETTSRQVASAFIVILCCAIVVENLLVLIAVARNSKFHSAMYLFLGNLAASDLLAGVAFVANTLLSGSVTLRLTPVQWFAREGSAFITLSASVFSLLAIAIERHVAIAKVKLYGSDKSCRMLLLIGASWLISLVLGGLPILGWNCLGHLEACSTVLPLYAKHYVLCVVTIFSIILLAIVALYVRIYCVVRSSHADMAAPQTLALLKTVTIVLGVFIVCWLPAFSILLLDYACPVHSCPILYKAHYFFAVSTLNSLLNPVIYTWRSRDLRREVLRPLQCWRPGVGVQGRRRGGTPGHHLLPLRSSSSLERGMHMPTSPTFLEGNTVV
Ecoli WT expand – growth inhibitors of wild-type E. coli, primary screen, strain BW25113, expanded library, OD600; 98,000 tested, 0.15% active; AID 710, 2007; growth inhibition, % at 100 µM; OD600 absorbance;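 active = growth inhibition above about 50% at one test dose, limit read from the data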;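 note: growth measured after 20 h incubation at 37 °C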
H69AR inhibit – proliferation blockers of H69AR lung cancer cells, primary screen, cell-based, human, 86K library | H69AR lung tumor viability, ATP luminescence, 72 h; hits give low values | viability, % at 10 µM | 85,000 tested, 6% active;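 active = viability at or below 40%; inactive = viability above 40%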;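 note: multidrug resistant small cell line overexpressing MRP-1 efflux transporter; 100% = mean luminescence of untreated control wells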
PostGolgi ctrl – growth inhibition of yeast control strain, primary screen, counter-screen for post-Golgi transport modulator project; efflux-deficient yeast background strain, growth absorbance A615, 16 h; inhibition, % at 10 µM; 98,000 tested, 5% active; AID 738, 2007
S1P2 blocker – human S1P2 receptor antagonists, primary screen, cell-based; Sphingosine 1-phosphate receptor 2 (Homo sapiens), O95136; cell-based S1P2 antagonist assay, inhibition at 5 uM; inhibition, % at 5 µM; 97,000 tested, 0.21% active; AID 736, 2007; in the data active = inhibition above about 45%;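 note: CRE beta-lactamase reporter cells expressing human S1P2 stimulated with S1P; 0% = agonist at EC80 alone and 100% = agonist plus reference antagonist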
PostGolgi yeast – phenotypic screen on post-Golgi transport, primary screen; post-Golgi transport phenotypic cell assay; inhibition, % at 10 µM; 98,000 tested, 0.9% active; AID 739, 2007;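 note: yeast cells grown in 1536-well plates; yeast grown about 18 h at 30C before absorbance read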
The depositor's hits bear a star; . = not tested or not shown. Cut-off read from the data, not from the text of the source, unless noted: active = inhibition above about 30%; inactive = the rest. An unsorted share of the library; about 11% have a hit in one of these screens.

SMILES	HUVEC prolif 384	Fibroblast inh	hDAT+cocaine	S1P2 ag	Ecoli WT expand	H69AR inhibit	PostGolgi ctrl	S1P2 blocker	PostGolgi yeast
COc1ccc(/C=C2\C(=O)N(Cc3ccc(F)cc3)CC(=O)N2Cc2ccccc2)cc1	.	.	0.044	-3	-14	.	15	16	12
CCc1c(C)nc2ncnn2c1NCCc1ccc(OC)cc1	80	68	-1	-10	4	13*	18	27	4
COCCNC(=O)CNS(=O)(=O)c1ccc2nc(C)sc2c1	99	102	0.87	-5	11	96	2	14	-4
Cc1cc(=O)n2[nH]c(COc3ccccc3)nc2n1	94	102	-0.031	-5	-2	92	3	-4	-1
O=C(c1cccs1)N1CCN(CCc2ccccc2)CC1	90	96	0.026	-6	7	101	1	3	19
Cc1cnc(NC(=O)C2COc3ccccc3O2)s1 (configuration not stated)	87	101	-1	-3	9	87	3	8	10
COc1ccc2nc(NC(=O)CCNS(=O)(=O)c3ccc4c(c3)oc(=O)n4C)sc2c1	97	106	.	-4	2	91	9	4	-3
CC(=O)C1=C(C)NC(=O)NC1c1cccs1 (configuration not stated)	98	98	-0.56	-4	0	91	4	-19	11
CCSc1nnc2c(n1)[nH]c1c(C)cccc12	104	79	0.76	-4	-6	57	8	8	-5
CCn1nc(C(=O)OCC(=O)NCCN2C(=O)CSC2=O)c2ccccc2c1=O	97	100	0.36	-6	0	89	-3	-12	25
O=C(COc1cccc(Cl)c1)Nc1nc(-c2ccc(S(=O)(=O)N3CCOCC3)cc2)cs1	88	98	-0.33	-10	.	73	.	20	.
O=C(Oc1ccc2ccccc2c1Cl)N1CCCC1	75	92	0.018	-3	12	107	7	6	-9
COc1ccc(Cn2c(C3CC3)nc3ccc(NC(=O)c4ccco4)cc3c2=O)cc1	70	94	0.43	-11	-2	97	18	-3	-7
COc1cccc(-c2cn3nc4c(nc3n2)CCCC4)c1	79	.	1.6	-1	-3	83	1	10	-3
N#Cc1cccc(NC(=O)c2ccccc2C(=O)O)c1	85	101	1.1	-5	3	92	4	6	1
CCC(=O)/C=C1/Sc2ccc(OC)cc2N1CC	87	94	1	-6	7	75	23	-3	5
CCOc1ccc(NC(=O)COC(=O)Cc2ccc(S(=O)(=O)N3CCOCC3)s2)cc1	.	.	-0.75	-1	6	.	-4	-7	16
O=c1oc2ccccc2c(O)c1C=NCc1ccccn1	81	91	-1.2	-12	-7	63	2	9	2
O=C(OCc1ccccc1)c1ccc(Br)o1	95	96	0.53	-4	16	111	13	-5	-4
COc1cccc(C2C(C(=O)c3sc(C)nc3C)=C(O)C(=O)N2CCN2CCOCC2)c1OC (configuration not stated)	103	101	-0.28	-5	1	90	1	-8	-5
O=C(NC1=NCCS1)C1COc2ccccc2O1 (configuration not stated)	87	92	-0.35	0	8	71	9	4	6
Cc1ccc(CSc2nnc(-c3ccccn3)n2C)cc1	107	109	0.39	-4	2	92	4	15	3
CCNC(=O)CN(Cc1ccccc1)S(=O)(=O)c1ccccc1	93	96	-1.1	-4	-2	93	11	2	2
NC(=O)c1ccc(-n2nnnc2Oc2ccccc2C(=O)N2CCOCC2)cc1	98	102	-0.24	0	-8	.	-6	19	-9
O=C(Nc1ccc(N2CCCC2)c(Cl)c1)c1cccnc1	69	93	0.12	-3	.	60	.	-15	.
COc1ccc(OCCNC(=O)C(c2ccccc2)c2ccccc2)cc1	.	.	-0.58	-4	-1	.	1	4	-2
COc1ccc(C)cc1-n1nnnc1SCC(=O)NC(=O)NCc1ccco1	85	102	0.26	-3	8	89	11	9	2
COc1ccc(C(C)=O)cc1COC(=O)c1cc(C)oc1C	107	95	-0.62	1	-2	93	21	0	-4
O=C(Nc1ccc2nc3n(c(=O)c2c1)CCCCC3)c1ccccc1Cl	109	98	0.9	0	-6	57	0	-16	-7
O=C(CSc1nc(-c2ccccc2)nc2c1CCCC2)N1CCOCC1	92	93	-0.14	-6	3	61	-1	9	21
COc1ccccc1N(CN1CCCC1=O)C(=O)COc1ccccc1	99	99	-0.42	-6	2	84	-1	19	-3
Cc1ccc(CNc2nc3c([nH]2)c(=O)n(C)c(=O)n3C)cc1	94	102	-0.72	-3	-6	102	16	-3	-3
COc1cc(OC)nc(Oc2ccccc2C(=O)Oc2cccc(C)c2)n1	.	.	0.9	-9	-1	.	18	-11	-8
O=C(CCCCCNc1nc(=S)[nH]c2ccccc12)N1CCN(c2ccccn2)CC1	61	100	2.8*	-7	2	60	0	9	-4
COc1cccc(OC)c1OCCNCCO	97	102	-0.36	.	3	102	-2	.	2
Cc1cccc(Oc2cnn(C(C)(C)C)c(=O)c2Cl)c1	118	100	-0.57	-3	.	97	.	-2	.

Molecules shown so far that contain a thiophene ring, fused or not (3):
SMILES	HUVEC prolif 384	Fibroblast inh	hDAT+cocaine	S1P2 ag	Ecoli WT expand	H69AR inhibit	PostGolgi ctrl	S1P2 blocker	PostGolgi yeast
O=C(c1cccs1)N1CCN(CCc2ccccc2)CC1	90	96	0.026	-6	7	101	1	3	19
CC(=O)C1=C(C)NC(=O)NC1c1cccs1 (configuration not stated)	98	98	-0.56	-4	0	91	4	-19	11
CCOc1ccc(NC(=O)COC(=O)Cc2ccc(S(=O)(=O)N3CCOCC3)s2)cc1	.	.	-0.75	-1	6	.	-4	-7	16

Later entries.
SMILES	HUVEC prolif 384	Fibroblast inh	hDAT+cocaine	S1P2 ag	Ecoli WT expand	H69AR inhibit	PostGolgi ctrl	S1P2 blocker	PostGolgi yeast
CCOC(=O)N1CCN(c2c(NCCCOC(C)C)c(=O)c2=O)CC1	106	100	-2	.	3	97	5	.	2
Cc1ccc(C)c(NC(=O)C2CC(O)CN2C(=O)OCc2ccccc2)c1 (configuration not stated)	93	98	0.15	-6	4	81	5	3	-1
Cc1ccc(Cc2cnc(NC(=O)/C(C#N)=C/c3ccc(-c4ccccc4[N+](=O)[O-])o3)s2)cc1	.	.	.	-7	-7	.	-2	15	-6
CN(C(=S)NC(=O)c1ccccc1Br)C1CCCCC1	.	.	0.34	-2	3	.	2	0	-2
COCCNC(=O)CN1CCN(C(c2ccccc2)c2ccccc2)CC1	96	98	-0.092	55*	-1	99	9	9	15
COc1ccc(CNC(=O)CN(Cc2ccccc2)C(=O)c2csnn2)cc1	103	107	0.92	-7	-1	94	5	-268	9
COc1cccc(C2=CC(c3ccc(C)cc3)n3ncnc3N2)c1 (configuration not stated)	79	92	0.059	-7	2	78	0	17	-19
CCCc1cn(S(=O)(=O)c2ccc(OC)cc2OC)nc1N	96	98	0.82	0	-8	81	-7	-13	-4
N/C(=N\OC(=O)c1ccccc1Cl)c1ccccc1	.	.	-0.65	-5	9	.	13	19	2
Cc1cc(C)n(-c2nc3c(c(=O)n(C)c(=O)n3C)n2CC(O)COc2ccccc2C)n1 (configuration not stated)	90	98	.	-6	.	95	.	-1	.
O=C(NCc1ccc2c(c1)OCO2)c1ccc2c(=O)n(C3CCCC3)c(=O)[nH]c2c1	92	95	-0.083	-6	-4	97	-3	-1	-38
Cc1ccc(S(=O)(=O)Nc2cc(C)c(O)c(S(=O)(=O)c3ccc(C)cc3)c2)cc1	91	106	-0.28	-8	-3	78	17	12	2
Cc1cccc2cc(COC(=O)c3ccco3)c(=O)[nH]c12	91	101	-1.2	-8	-4	92	10	8	0
Cc1ccc(OCC(=O)NNC(=O)CCC(=O)NCc2ccccc2)cc1	.	.	0.19	-3	3	.	20	-4	-1
COc1ccc(Cn2nnnc2C(c2ccccc2Cl)N2CCN(C)CC2)cc1 (configuration not stated)	83	88	0.16	.	-3	100	4	.	11
COc1ccc(Cl)cc1S(=O)(=O)N1CCN(C(=O)c2ccco2)CC1	83	96	0.39	-2	4	100	1	12	-4
COc1ccc(CCN2C(=O)C3C4CC(C5C(C(N)=O)=NOC45)C3C2=O)cc1OC (configuration not stated)	101	105	-0.17	-1	-2	87	6	10	4
O=C(O)C1SCCN1S(=O)(=O)c1ccc2ccccc2c1 (configuration not stated)	113	108	-0.69	0	.	100	.	-17	.
COCc1cc(Sc2ccc(Br)cc2)nc(-c2ccccc2)n1	.	.	-0.2	-2	4	.	11	-5	-3
Nc1cc(C(=O)OCC(=O)NCc2ccco2)ccc1Cl	84	97	-0.059	-4	-11	115	-11	-14	-9
CCCOc1ccc(N2CC(C(=O)Nc3ccccc3C(=O)NCc3ccco3)CC2=O)cc1 (configuration not stated)	92	108	0.7	-2	-8	83	5	-3	-4
CCN(Cc1cc2ccc(C)cc2[nH]c1=O)C(=O)c1ccncc1	74	103	1.3	-6	-3	86	44*	11	-12
CCOC(=O)C1CCCN(S(=O)(=O)c2ccc(Br)c(OC)c2)C1 (configuration not stated)	99	89	0.052	-4	3	85	5	3	16
Cc1ccc(S(=O)(=O)NC(CN2CCOCC2)=NCCNS(=O)(=O)c2ccccc2)cc1	101	101	-0.94	-5	-1	99	-4	11	4

An excerpt from above in order of heavy-atom count, descending.
SMILES	HUVEC prolif 384	Fibroblast inh	hDAT+cocaine	S1P2 ag	Ecoli WT expand	H69AR inhibit	PostGolgi ctrl	S1P2 blocker	PostGolgi yeast
CCCOc1ccc(N2CC(C(=O)Nc3ccccc3C(=O)NCc3ccco3)CC2=O)cc1 (configuration not stated)	92	108	0.7	-2	-8	83	5	-3	-4
COCc1cc(Sc2ccc(Br)cc2)nc(-c2ccccc2)n1	.	.	-0.2	-2	4	.	11	-5	-3
Cc1cccc2cc(COC(=O)c3ccco3)c(=O)[nH]c12	91	101	-1.2	-8	-4	92	10	8	0

(further entries)
SMILES	HUVEC prolif 384	Fibroblast inh	hDAT+cocaine	S1P2 ag	Ecoli WT expand	H69AR inhibit	PostGolgi ctrl	S1P2 blocker	PostGolgi yeast
CS(=O)(=O)NCCCc1ccccc1	.	.	0.1	-2	-3	.	12	12	0
COc1ccc(NS(=O)(=O)c2ccc3c(c2)oc(=O)n3C)c(OC)c1	97	93	-1.1	-8	2	94	8	1	2
Cc1c(C(=O)NCc2ccco2)sc2nc(-c3ccccc3)cn12	56	93	0.34	.	3	63	5	.	4
Cc1cc(C(F)(F)F)n(-c2nc(C(=O)NNS(=O)(=O)c3ccccc3)cs2)n1	110	103	0.9	-1	-5	89	0	-37	0
C=CCN1C(=O)C(C(C)CC)NC1=S (configuration not stated)	.	.	-0.032	-2	5	.	5	-2	10
CCc1ccc(OCC(=O)N(C)C2CCS(=O)(=O)C2)cc1 (configuration not stated)	91	106	-0.4	-4	-7	99	3	6	-8
Cn1c(=O)c2c(nc(Sc3ncccn3)n2Cc2ccccc2Cl)n(C)c1=O	93	100	-1	-6	4	42	28	-1	2
O=C(Cc1cccs1)Nc1ccc2c(c1)C(=O)OC2	107	110	-0.63	-6	15	102	3	-7	3
COc1cccc(C(CC(=O)NCC2CCCO2)NS(=O)(=O)c2ccc(C)cc2)c1OC (configuration not stated)	110	99	0.02	10	-5	91	20	18	-1
CC1CCCC(C)N1CCNC(=O)Cn1nc(-c2ccccc2)ccc1=O (configuration not stated)	93	89	-0.05	-6	-3	90	5	13	5
CCn1nnnc1-c1ccc(OC)c(S(=O)(=O)N2CCCCC2)c1	95	.	-0.4	-8	3	88	4	4	2
CCOC(=O)c1c(-c2ccccc2)c(C(C)=O)c(=O)n(C)c1C	106	99	-0.019	.	7	94	-1	.	1
Cc1cc(C(=O)O)c(C)n1-c1ccccc1	.	.	-1.1	-8	2	.	1	23	-4
CCOc1cc(C(=S)N2CCOCC2)ccc1OS(=O)(=O)c1ccc(NC(C)=O)cc1	.	.	-0.29	-4	-3	.	5	22	-1
